Bim-Mcl-1: inhibitors of Bim peptide binding to Mcl-1, primary screen, biochemical, bead-based flow cytometry, multiplex. Bim peptide-Mcl-1 binding. inhibition, % at 10 µM. Induced myeloid leukemia cell differentiation protein Mcl-1 (Homo sapiens), Q07820. 190,000 compounds, 0.1% hits; in the data active = inhibition above about 40%;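 also: 0% = no compound tracer wells and 100% = peptide blocker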
RGS4-Gao reg: modulators of RGS4 binding to Galphao, primary screen, biochemical, multiplexed bead flow cytometry. actives lie on both sides. binding response (% of control), % at 10 µM. 220,000 compounds, 0.33% hits. Guanine nucleotide-binding protein G(o) subunit alpha (Homo sapiens), P09471; in the data active = binding response below about 49% or above about 150%; inactive = in between;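 also: fluorescent Galphao activated with aluminum fluoride binding bead-coupled RGS4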
RGS8-Gao reg: RGS8-Galphao binding modulators, primary screen, biochemical, multiplexed bead flow cytometry; 220,000 compounds, 0.34% hits; Guanine nucleotide-binding protein G(o) subunit alpha (Homo sapiens), P09471; actives lie on both sides; response (percent of control binding), % at 10 µM; in the data active = response below about 60% or above about 140%; inactive = in between;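 also: Galphao activated as the GDP aluminium fluoride complex binding bead-coupled RGS8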
ABCG2 inh: ABCG2 efflux pump inhibitors, primary screen, multiplex with ABCB1, IgMXP3 cells, flow cytometry | Broad substrate specificity ATP-binding cassette transporter ABCG2 (Homo sapiens), Q9UNQ0 | JC-1 efflux | inhibition, % at 6.6 µM | 190,000 compounds, 0.1% hits;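 active = inhibition above 80%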;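 also: 0% = DMSO and 100% = nicardipine control wells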
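Read-out basis: Efflux inhibition in percent versus controls | Test system: ABCG2 IgMXP3 and barcoded ABCB1 CCRF-Adr cell mix | Quantity: 3 million cells/mL in well | Schedule: 10 min at 25 °C | Control set: Nicardipine as high control, DMSO as low control | Reagent: JC-1 as fluorescent efflux pump substrate | Signal: Flow cytometry of retained JC-1 fluorescence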
RGS7-Gao reg: RGS7-Galphao binding modulators, primary screen, biochemical, multiplexed bead flow cytometry. AID 1439, 2008. actives lie on both sides. Guanine nucleotide-binding protein G(o) subunit alpha (Homo sapiens), P09471. binding response (% of control), % at 10 µM. 220,000 compounds, 0.35% hits; in the data active = binding response below about 49% or above about 150%; inconclusive = no clear call, values can overlap the other calls; inactive = in between;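 also: fluorescent Galphao held in activated GDP-AlF4 state binding bead-coupled RGS7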
Avidin bead fluor: green autofluorescence of compounds with avidin beads – biophysical, 488/530 nm, flow cytometry, artefact control, profiling panel; compound fluorescence 488/530 nm; stronger effect = higher value; fluorescence (KMESF) at 10 µM; 220,000 compounds, 0.38% hits; in the data active = fluorescence above about 47; also: inactives centre near 10
ABCB1 block: ABCB1 efflux pump inhibitors, primary screen, cell-based, multiplex, flow cytometry, ABCG2 counter-screen; 190,000 compounds, 0.067% hits; inhibition, % at 6.6 µM; ATP-dependent translocase ABCB1 (Homo sapiens), P08183; CCRF-Adr cells, JC-1 efflux; in the data active = inhibition above about 40%;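 also: 0% = vehicle and 100% = reference inhibitor; higher value means more JC-1 retained so stronger ABCB1 efflux block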
Pf gamet viab: late stage P. falciparum gametocyte viability inhibitors, primary screen, ATP luminescence, HTS | 150,000 compounds, 0.065% hits | AID 743093, 2013 | P. falciparum stage V gametocytes, 24 h | inhibition, % at 10.9 µM;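 active = inhibition above the mean plus 3 SD of compounds within the control limits, set per campaign, cut at about 38% in these data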;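 also: 0% = DMSO wells and 100% = medium only without gametocytes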
Mcl1-Noxa inh: Mcl-1/Noxa binding inhibitors, primary screen, biochemical, TR-FRET, 1536-well | Induced myeloid leukemia cell differentiation protein Mcl-1 (Homo sapiens), Q07820 | TR-FRET Mcl-1/Noxa peptide binding, 2 h | AID 1022, 2008 | inhibition, % at 21.7 µM | 220,000 compounds, 1.5% hits;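 active = compounds that cut the protein-peptide binding signal by more than 50% relative to plate controls in a single-dose test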;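 also: His-tagged Mcl-1 with rhodamine Noxa BH3 peptide and terbium anti-His antibody; 0% = Mcl-1 plus Noxa peptide wells and 100% = peptide-only wells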
Mcl1 Bid PPI: Mcl-1/Bid binding inhibitors, primary screen, biochemical, TR-FRET, 1536-well. 220,000 compounds, 0.97% hits. Induced myeloid leukemia cell differentiation protein Mcl-1 (Homo sapiens), Q07820. TR-FRET Mcl-1/Bid-Dy647 peptide binding. inhibition, % at 21.7 µM. AID 1021, 2008;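 active = compounds that cut the binding signal by more than half at the single screening dose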;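 also: His-tagged Mcl-1 with europium anti-His antibody binding Bid BH3 peptide; 0% = Mcl-1 plus peptide wells and 100% = peptide-only wells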
GSH fluor: compound fluorescence on glutathione beads, profiling panel, artefact control, biophysical, 488/530 nm, flow cytometry. fluorescence (KMESF) at 10 µM. AID 1776, 2009. 190,000 compounds, 0.25% hits. GSH beads flow cytometry, compound fluorescence 488/530 nm; stronger effect = higher value; in the data active = fluorescence above about 89;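 also: glutathione beads carrying GST-tagged Bcl family fusion proteins plus one bare bead set; values are compound well signal with DMSO vehicle wells as background; inactives centre near 16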
An asterisk follows results filed as active; ? = inconclusive; . = not tested or not shown.

Field names – A = Bim-Mcl-1; B = RGS4-Gao reg; C = RGS8-Gao reg; D = ABCG2 inh; E = RGS7-Gao reg; F = Avidin bead fluor; G = ABCB1 block; H = Pf gamet viab; I = Mcl1-Noxa inh; J = Mcl1 Bid PPI; K = GSH fluor
1. COc1ccc(C(=O)N[C@H](C(=O)NCc2cccs2)C(C)C)cc1
  A = -1	B = 100	C = 99	D = 7	E = ?	F = 13	G = 3.7	H = -11	I = 6	J = -21	K = 15
2. CC1CN(C(=S)NC(=O)c2ccco2)CC(C)O1 (stereo not given)
  A = -6	B = 99	C = 102	D = 3	E = 100	F = 4	G = 0.8	H = 6	I = -4	J = -47	K = 6
3. CN1C(=O)OC(C)(CCc2ccccc2)C1(C)O (stereo not given)
  A = 0	B = 103	C = 99	D = 2	E = 100	F = 9	G = 0.1	H = .	I = 3	J = -7	K = 17
4. Cc1ccc(S(=O)(=O)/N=C(\CN2CCOCC2)N2CCCC2)cc1
  A = -1	B = 105	C = 103	D = -4	E = 101	F = 5	G = -3.4	H = .	I = -7	J = -3	K = 33
5. COc1cc(SC)ccc1C(=O)Nc1cc(C)ccn1
  A = -1	B = 100	C = 102	D = 11	E = ?	F = 12	G = 1.3	H = -8	I = 28	J = -6	K = 13
6. CC1(C)CC(=O)/C(=C(/O)Cc2ccccc2)C(=NCCc2ccccc2)C1
  A = -7	B = 94	C = 96	D = 8	E = 96	F = 14	G = 3.9	H = .	I = -5	J = -23	K = 9
7. Cc1cc(Cl)ccc1NC(=S)N1CCOCC1
  A = -3	B = 101	C = 101	D = 1	E = 98	F = 12	G = 0.4	H = 3	I = -3	J = -10	K = 14
8. CCCCNC(=O)c1sc2ncnc(N3CCc4ccccc4C3)c2c1C
  A = -4	B = 101	C = 99	D = 8	E = 102	F = 37	G = 1.6	H = .	I = 18	J = -2	K = 12
9. Cc1ccnc(NC(=S)NC(=O)c2cccs2)c1
  A = -3	B = 100	C = 101	D = -3	E = 104	F = 7	G = -0.6	H = -14	I = 13	J = -20	K = 9
10. CSc1cccc(NC(=S)NCCCN2CCN(c3ccc(F)cc3)CC2)c1
  A = -3	B = 105	C = 101	D = 5	E = ?	F = 10	G = 2.9	H = 2	I = 15	J = -61	K = 19
11. CC1(C)Cc2cccc(C(=O)Nc3ccc(F)cc3F)c2O1
  A = .	B = 101	C = 100	D = .	E = ?	F = 4	G = .	H = -2	I = 3	J = 17	K = .
12. CCc1ccc(C2NC(=S)NC3=C2C(=O)CC(C)(C)C3)cc1 (stereo not given)
  A = -2	B = 100	C = 103	D = -1	E = 103	F = 14	G = -0.1	H = .	I = -2	J = -34	K = 12
13. COc1ccc(C2(C(=O)Nc3ccc(C(=O)O)cc3)CCOCC2)cc1
  A = 0	B = 101	C = 82	D = -1	E = 95	F = 2	G = -0.2	H = .	I = -5	J = 59*	K = 36
14. CCCC(NC(=S)NCC1CCCO1)C12CC3CC(CC(C3)C1)C2 (stereo not given)
  A = -5	B = 100	C = 97	D = -1	E = 103	F = 9	G = -0.1	H = 19	I = 7	J = -14	K = 72
15. C/C=C/C(=O)OCC(=O)Nc1nc2ccc(C)cc2s1
  A = 0	B = 100	C = 100	D = 1	E = 102	F = 12	G = 0.2	H = .	I = -14	J = -10	K = 46
16. CCOc1ccc(C2/C(=C(\O)c3ccc(OC)c(OC)c3)C(=O)C(=O)N2c2cc(C)on2)cc1OC (stereo not given)
  A = 0	B = 100	C = 100	D = -1	E = 99	F = 13	G = -0.4	H = .	I = -2	J = -13	K = 31
17. COc1cccc(NC(=O)c2ccc(S(=O)(=O)N3CCCCC3)cc2)c1
  A = 1	B = 101	C = 100	D = 3	E = 101	F = 6	G = 0.2	H = .	I = 7	J = -9	K = 23
18. CCOc1c2ccc(C(=O)NCc3ccc4c(c3)OCO4)cc2nn1CCOC
  A = -4	B = 101	C = 103	D = 1	E = 99	F = 34	G = 0.2	H = .	I = 6	J = -27	K = 8
19. CCOc1ccc(C(=O)Nc2cc(C)on2)cc1OCC
  A = -2	B = 99	C = 102	D = 6	E = 100	F = 12	G = 0.8	H = .	I = 6	J = -9	K = 14
20. CCCCSc1nc2c(c(C(F)(F)F)c1C#N)CCC2
  A = 1	B = 99	C = 103	D = 1	E = 101	F = 4	G = 0.1	H = -14	I = -11	J = -8	K = 18
21. Cc1cccc(N2CCN(C(=O)Cc3cn(C)c4ccccc34)CC2)c1C
  A = 0	B = 101	C = 103	D = 2	E = 103	F = 7	G = 0.4	H = .	I = 8	J = -6	K = 15
22. O=C1c2ccc3c4c(ccc(c24)C(=O)N1NC(=O)C(F)(F)F)CC3
  A = -1	B = 96	C = 103	D = 3	E = 97	F = 5	G = 0.5	H = .	I = 20	J = -10	K = 37
23. O=C(O)CCCc1c(-[n+]2ccccc2)[nH]c2ccccc12
  A = -24	B = 105	C = 99	D = 6	E = 104	F = 18	G = 0.9	H = -3	I = 22	J = 8	K = 9
24. Cc1cnc(C(=O)OCC(=O)N2CCc3ccccc32)cn1
  A = 0	B = 104	C = 102	D = 9	E = ?	F = 11	G = 3.0	H = .	I = 9	J = -32	K = 13

Ten entries already listed, arranged by length of the SMILES, lowest first:
Field names – A = Bim-Mcl-1; B = RGS4-Gao reg; C = RGS8-Gao reg; D = ABCG2 inh; E = RGS7-Gao reg; F = Avidin bead fluor; G = ABCB1 block; H = Pf gamet viab; I = Mcl1-Noxa inh; J = Mcl1 Bid PPI; K = GSH fluor
3. CN1C(=O)OC(C)(CCc2ccccc2)C1(C)O (stereo not given)
  A = 0	B = 103	C = 99	D = 2	E = 100	F = 9	G = 0.1	H = .	I = 3	J = -7	K = 17
19. CCOc1ccc(C(=O)Nc2cc(C)on2)cc1OCC
  A = -2	B = 99	C = 102	D = 6	E = 100	F = 12	G = 0.8	H = .	I = 6	J = -9	K = 14
20. CCCCSc1nc2c(c(C(F)(F)F)c1C#N)CCC2
  A = 1	B = 99	C = 103	D = 1	E = 101	F = 4	G = 0.1	H = -14	I = -11	J = -8	K = 18
15. C/C=C/C(=O)OCC(=O)Nc1nc2ccc(C)cc2s1
  A = 0	B = 100	C = 100	D = 1	E = 102	F = 12	G = 0.2	H = .	I = -14	J = -10	K = 46
11. CC1(C)Cc2cccc(C(=O)Nc3ccc(F)cc3F)c2O1
  A = .	B = 101	C = 100	D = .	E = ?	F = 4	G = .	H = -2	I = 3	J = 17	K = .
23. O=C(O)CCCc1c(-[n+]2ccccc2)[nH]c2ccccc12
  A = -24	B = 105	C = 99	D = 6	E = 104	F = 18	G = 0.9	H = -3	I = 22	J = 8	K = 9
12. CCc1ccc(C2NC(=S)NC3=C2C(=O)CC(C)(C)C3)cc1 (stereo not given)
  A = -2	B = 100	C = 103	D = -1	E = 103	F = 14	G = -0.1	H = .	I = -2	J = -34	K = 12
18. CCOc1c2ccc(C(=O)NCc3ccc4c(c3)OCO4)cc2nn1CCOC
  A = -4	B = 101	C = 103	D = 1	E = 99	F = 34	G = 0.2	H = .	I = 6	J = -27	K = 8
22. O=C1c2ccc3c4c(ccc(c24)C(=O)N1NC(=O)C(F)(F)F)CC3
  A = -1	B = 96	C = 103	D = 3	E = 97	F = 5	G = 0.5	H = .	I = 20	J = -10	K = 37
16. CCOc1ccc(C2/C(=C(\O)c3ccc(OC)c(OC)c3)C(=O)C(=O)N2c2cc(C)on2)cc1OC (stereo not given)
  A = 0	B = 100	C = 100	D = -1	E = 99	F = 13	G = -0.4	H = .	I = -2	J = -13	K = 31

Source: PubChem BioAssay
